KDM5B inhibitor: inhibitors of human KDM5B histone demethylase; AID 1347165; KDM5B demethylase, FDH-coupled NADH fluorescence (FDH is formaldehyde dehydrogenase); Potency, µM (doses to about 57.7 µM), without a hit: at the highest dose activity change, negative = inhibition, hits mostly inhibitors; actives 2.6% (n = 220,000); active = well fitted inhibition curve with a large enough effect; inconclusive = small, poorly fitted or top-dose-only effect; inactive = no such curve, though single readings can be large or run the other way; also: 0% is about no effect; nearly all actives have a fitted effect of over 70% in size
Target sequence (Q9UGL1 whole entry, looked up): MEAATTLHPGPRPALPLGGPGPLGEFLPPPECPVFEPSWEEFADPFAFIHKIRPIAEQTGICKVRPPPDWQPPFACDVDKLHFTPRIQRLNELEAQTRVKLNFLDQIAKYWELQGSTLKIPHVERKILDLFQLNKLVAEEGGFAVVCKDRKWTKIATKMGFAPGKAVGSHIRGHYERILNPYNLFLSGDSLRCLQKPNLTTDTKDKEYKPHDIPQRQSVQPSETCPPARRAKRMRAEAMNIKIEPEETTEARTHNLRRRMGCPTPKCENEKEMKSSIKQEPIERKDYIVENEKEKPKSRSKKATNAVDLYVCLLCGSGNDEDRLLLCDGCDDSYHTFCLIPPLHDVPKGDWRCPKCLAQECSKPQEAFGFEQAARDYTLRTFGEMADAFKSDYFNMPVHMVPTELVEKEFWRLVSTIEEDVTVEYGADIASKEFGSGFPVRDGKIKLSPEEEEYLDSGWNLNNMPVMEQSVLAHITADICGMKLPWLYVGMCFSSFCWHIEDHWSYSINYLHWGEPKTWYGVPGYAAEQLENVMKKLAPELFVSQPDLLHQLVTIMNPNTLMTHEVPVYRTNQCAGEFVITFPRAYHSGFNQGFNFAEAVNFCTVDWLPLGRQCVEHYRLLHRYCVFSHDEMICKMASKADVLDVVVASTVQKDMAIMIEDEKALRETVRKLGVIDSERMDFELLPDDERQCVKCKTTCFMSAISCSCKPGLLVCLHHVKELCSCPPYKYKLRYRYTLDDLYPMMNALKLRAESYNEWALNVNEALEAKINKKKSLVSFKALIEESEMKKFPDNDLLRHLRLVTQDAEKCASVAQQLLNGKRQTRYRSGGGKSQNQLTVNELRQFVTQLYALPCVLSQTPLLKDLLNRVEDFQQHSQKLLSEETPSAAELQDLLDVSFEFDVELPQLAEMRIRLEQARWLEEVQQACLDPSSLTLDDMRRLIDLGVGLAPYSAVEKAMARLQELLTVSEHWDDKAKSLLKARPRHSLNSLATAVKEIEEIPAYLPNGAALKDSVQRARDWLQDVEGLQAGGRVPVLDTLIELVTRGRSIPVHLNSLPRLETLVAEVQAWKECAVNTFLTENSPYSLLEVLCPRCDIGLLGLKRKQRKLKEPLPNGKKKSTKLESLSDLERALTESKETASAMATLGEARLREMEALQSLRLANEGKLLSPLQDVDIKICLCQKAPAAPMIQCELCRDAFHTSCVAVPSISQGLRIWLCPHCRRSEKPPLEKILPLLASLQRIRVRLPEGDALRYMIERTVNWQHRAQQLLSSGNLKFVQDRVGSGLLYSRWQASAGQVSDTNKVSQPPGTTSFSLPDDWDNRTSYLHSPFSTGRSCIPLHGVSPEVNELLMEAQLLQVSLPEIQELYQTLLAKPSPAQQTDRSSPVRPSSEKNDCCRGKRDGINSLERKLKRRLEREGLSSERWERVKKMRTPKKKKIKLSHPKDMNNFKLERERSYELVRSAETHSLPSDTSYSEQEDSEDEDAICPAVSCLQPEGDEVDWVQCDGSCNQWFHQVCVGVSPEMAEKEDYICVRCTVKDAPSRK
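Measured: NADH fluorescence change, 30 min, RT. System: KDM5BΔAP 200 nM final, H3K4me3 peptide, α-KG, Fe(II), ascorbate, NAD⁺ plus FDH, pH 7.5 HEPES. Compounds: titrated, 10 min pre-incubation with enzyme.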
An asterisk follows results filed as active; i = inactive; u = inconclusive; [ ] = another dose, or the depositor's remark. Potency is read from the fitted curve at half-maximal effect. These rows are one share of the data (hit frequency here may not be typical).

| KDM5B inhibitor | smiles |
| --- | --- |
| u | Cn1nc(C(=O)N2CCCC(CN3CCCC3)CC2)c2ccccc21 (stereo unspecified) |
| -17% | COc1ccc(COC(=O)C2=C(C)NC(=O)CC2c2cc3c(cc2Br)OCO3)cc1 (stereo unspecified) |
| u | Cc1ccc(CN(C(=O)c2ccc(OCC(C)C)cc2)c2ccccn2)o1 |
| -19% | O=C(Nc1ccc2ccccc2c1)C1=C(c2ccccc2)S(=O)(=O)CCO1 |
| 5% | COC(=O)c1cc(NC(=O)c2ccc3c(c2)CCC3)cc(C(=O)OC)c1 |
| -39% | CN(c1ncnc2c1c(-c1ccccc1)cn2-c1ccc(F)cc1)C1CCCCC1 |
| 10% | COc1cc(=O)n2c(c1C(=O)Nc1ccc(Cl)cc1Cl)CCCC2 |
| -4% | CCC(=O)N1CCCC(CN2CCN(c3ccccn3)CC2)C1 (stereo unspecified) |
| 12% | CC(C)(C)c1ccc(C(=O)Nc2cccc(C(=O)N3CCOCC3)c2)cc1 |
| u | Cc1ccc(C)c(-c2csc(Nc3ccc(S(N)(=O)=O)cc3)n2)c1 |
| 4% | Cc1c(-c2nc(-c3ccc4c(c3)OCO4)no2)nnn1-c1ccc(Br)cc1F |
| u | Cc1nccc(-c2cccc(NC(=O)c3nccnc3N)c2)n1 |
| -19% | CC(C)(C)OC(=O)C(C)(C(=O)OC(C)(C)C)c1nc(C(C)(C(=O)OC(C)(C)C)C(=O)OC(C)(C)C)nc(C(C)(C(=O)OC(C)(C)C)C(=O)OC(C)(C)C)n1 |
| 30% | NS(=O)(=O)c1ccc(CCNC(=O)c2nnn3c2COC(c2ccc(F)cc2)C3)cc1 (stereo unspecified) |
| 16% | CCOc1ccc(C(=O)N2CC(COC)C3(CCNCC3)C2)cc1OCC (stereo unspecified) |

Quoted at random: 5 compounds from above, in no set order.
| KDM5B inhibitor | smiles |
| --- | --- |
| u | Cc1ccc(C)c(-c2csc(Nc3ccc(S(N)(=O)=O)cc3)n2)c1 |
| 5% | COC(=O)c1cc(NC(=O)c2ccc3c(c2)CCC3)cc(C(=O)OC)c1 |
| -19% | O=C(Nc1ccc2ccccc2c1)C1=C(c2ccccc2)S(=O)(=O)CCO1 |
| 16% | CCOc1ccc(C(=O)N2CC(COC)C3(CCNCC3)C2)cc1OCC (stereo unspecified) |
| -39% | CN(c1ncnc2c1c(-c1ccccc1)cn2-c1ccc(F)cc1)C1CCCCC1 |

(listing goes on)
| KDM5B inhibitor | smiles |
| --- | --- |
| u | COc1ccccc1N1CCN(c2ccc3cc(S(=O)(=O)N4CCCCC4)ccc3n2)CC1 |
| 25% | O=C(NC1CCCC1)c1ccc2ncsc2c1 |
| 9% | Cc1ccc(CN2CCCn3nc(C(=O)NCCC(C)C)cc3C2=O)cc1 |
| 11% | CN1CCN(S(=O)(=O)c2ccc(Cl)c3ccccc23)CC1 |
| -8% | CC(=O)Nc1ccc(CN2CCC(c3nc4ccc(C)cc4c(=O)[nH]3)CC2)cc1 |
| 10% | COc1cccc(CN2C(=O)C3(CCOCC3)CC2c2nnnn2C(C)(C)C)c1 (stereo unspecified) |
| 17% | COc1ccc(N(Cc2nnc3n2CCCCC3)C(=O)Nc2ccc(Cl)cc2)cc1Cl |
| 32µM* | COc1ncccc1Nc1cnc2ccc(N(C)Cc3ccc(F)cc3)nn12 |
| u | COC(=O)C1CCN(c2nc3ccccc3nc2C(C#N)C(=O)NCc2ccccc2)CC1 (stereo unspecified) |
| 8% | CN1C(=O)C2(CCN(C(=O)c3ccc(C(F)(F)F)cc3)C2)c2ccccc21 (stereo unspecified) |
| u | COc1ccc(N2CCN(C(CNS(=O)(=O)c3ccc(OC)c(C)c3)c3ccco3)CC2)cc1 (stereo unspecified) |
| -12% | O=C(COc1ccccc1)Nc1ccc2nc(SCC(=O)N3CCc4ccccc43)sc2c1 |
| -20%[86.2 µM] | Cn1nccc1CN1CCC2(CNc3ccccc3[S+](=O)([O-])N2)C1 (stereo unspecified) |
| -20% | N#Cc1c(N)sc2c1CCC2 |
| 13% | COCCn1c(=O)c2c(nc(-n3nc(C)cc3C)n2CCC(C)C)n(C)c1=O |
| u | Cc1ccccc1Cn1cc(-c2ccncc2)cc1C(=O)N1CCCC1 |
| 25% | O=C(NC1CCCc2ccccc21)C1CCC1 (stereo unspecified) |
| -3% | O=C(O)c1cc(-c2cn[nH]c2)cc(S(=O)(=O)N2CCSCC2)c1 |
| -16% | CCCN1C(=O)C2(c3ccccc31)c1c(oc3ccc(F)cc3c1=O)C(=O)N2CCCOC(C)C (stereo unspecified) |
| u | O=C(N/N=C/c1cccnc1)c1sc2ccccc2c1Cl |
| -9% | CCCCN1C(=O)N(c2nnc(C(C)(C)C)s2)C(O)C1c1ccc(C)cc1 (stereo unspecified) |
| 17% | CCN(C(=O)c1cn(CC(C)C)c(=O)c2cc(OC)c(OC)cc12)c1cccc(C)c1 |
| -13%[86.2 µM] | O=[S+]([O-])(Nc1cccnc1)c1ccc2c(c1)OCCN(Cc1ccsc1)C2 |
| 1% | CCC(=O)N1CCc2cc(Br)cc(S(=O)(=O)CCC(=O)N3CCN(c4cc(C)ccc4C)CC3)c21 |
| u | COc1ccc(C)cc1NC(=O)c1cc(S(=O)(=O)N2CCN(c3cccc(C)c3C)CC2)ccc1F |
| 23% | Cc1cccc(NC(=O)Cn2nc(-c3ccccc3)c3c(c2=O)CCCC3)c1C |
| -21% | CC(=O)N1CCOc2cc(S(=O)(=O)NC(C)c3ccccc3)c(Cl)cc21 (stereo unspecified) |
| -11% | Nc1nnnn1NCc1ccc(-c2ccc(Cl)cc2)o1 |
| 11% | CCn1c(SCc2nc(-c3ccccc3OC)no2)nnc1-c1ccco1 |
| u | CCOC(=O)c1c(NC(=O)c2cc3nc(-c4ccc(OC)cc4)cc(C(F)(F)F)n3n2)sc2c1CCC(C)C2 (stereo unspecified) |
| -29%[115 µM] | Fc1ccccc1Nc1ccnc(N2CC3CCC(C2)N3CC(F)(F)F)n1 |
| 16% | CC(OC(=O)c1cccc(-n2cnnn2)c1)C(=O)N(C)c1ccccc1 (stereo unspecified) |
| -8% | Cc1ccccc1CSc1nc2ccsc2c(=O)n1CCC(C)C |
| u | O=C(Cn1ccn2nc(-c3ccccc3)c(CO)c2c1=O)Nc1cccc(C(F)(F)F)c1 |
| 32µM* | O=C(NCc1ccc(Cl)cc1)c1cc2cccnn2n1 |
| u | CN(C)c1cccc(C(=O)Nc2ncc(-c3cccc(F)c3)c3c2OCC3)c1 |
| -3% | CS(=O)(=O)N(C1CCOCC1)C1CN(C(=O)CCc2c[nH]c3ccccc23)C1 |
| u | CC(C)CCN1CC[C@@H]2OCC(=O)N(Cc3ccccc3)[C@H]2CC1 |
| 18% | COc1ccc(Cl)cc1NC(=O)c1cc(=O)n2c(nc3ccccc32)s1 |
| -48% | CCOc1ccc(CNC(=O)Cn2c(=O)c3cccn3c3ccc(F)cc32)cc1 |
| -12% | O=C(COC(=O)CN1C(=O)c2ccccc2C1=O)NC1CCCC1 |
| -31% | CN1CC(=O)N(C2CCCC2)Cc2c1ncnc2N1CCN(Cc2ccccc2)CC1 |
| u | Nc1ccccc1CN1CCCC2(Cc3ccccc3CNC2=O)C1 (stereo unspecified) |
| 23% | Cc1ccc(S(=O)(=O)N2CCN(C(=O)CCn3cncn3)CC2)cc1 |
| -23% | COc1ccc(-c2nc3scc(CCNS(=O)(=O)c4ccc(F)c(C(F)(F)F)c4)n3n2)cc1OC |

Some of these compounds in order of SMILES length, ascending.
| KDM5B inhibitor | smiles |
| --- | --- |
| 16% | CC(OC(=O)c1cccc(-n2cnnn2)c1)C(=O)N(C)c1ccccc1 (stereo unspecified) |
| -48% | CCOc1ccc(CNC(=O)Cn2c(=O)c3cccn3c3ccc(F)cc32)cc1 |
| -23% | COc1ccc(-c2nc3scc(CCNS(=O)(=O)c4ccc(F)c(C(F)(F)F)c4)n3n2)cc1OC |

The list continues:
| KDM5B inhibitor | smiles |
| --- | --- |
| 11% | CCn1cc(Br)c(C(=O)Nc2cc(C)ccc2F)n1 |
| 25% | COc1cc(CN2CCC(C)(c3noc(C4CCOCC4)n3)CC2)cc(OC)c1 |
| 13% | COc1cc(/C=N/NC(=O)CC(=O)NC2CCCCC2)ccc1O |
| 14% | COc1ccc(C(=O)Nc2oc3ccccc3c(=O)c2-c2cccc(C)c2)cc1 |
| 3% | O=C(COc1ccc(-c2nnc(N3CCCCC3)c3ccccc23)cc1)N1CCCCC1 |
| 26%[86.2 µM] | C#CCN(C)CC[C@@H]1CC[C@H](O)[C@@H](C(=O)Nc2ccccc2)O1 |
| -24% | COc1cc(NC(=O)n2ncc3cc(Cl)ccc32)cc(OC)c1OC |
| -17% | O=C(Nc1ccccc1F)N1CCCC(c2nc(C3CCOCC3)no2)C1 (stereo unspecified) |
| u | CCCC(=O)n1nc(NCc2ccccc2)nc1NCc1ccccc1 |
| u | COC(=O)[C@H](Cc1ccc(OC)cc1)NC(=O)[C@H]1CN(C(=O)c2ccc(N(C)C)cc2)CCN1S(=O)(=O)c1ccccc1 |
| 3% | COC(=O)c1ccc2nc(C[C@@H]3C[C@@H](C(C)C)[C@H](CNC(=O)CC(C)(C)CC(=O)O)C=C3C)[nH]c2c1 |
| 25% | CCCCC(=O)Nc1c2c(nn1-c1ccc(C)cc1)CS(=O)(=O)C2 |
| -5% | COc1ccc(NC(=O)CSc2nc3ccccc3n2CC(=O)NCc2ccc(F)cc2)cc1 |
| u | CN(C)CCOC(=O)c1ccc2[nH]c3c(c2c1)CSCC3 |
| 9% | COc1cc(=O)n2c(c1C(=O)NCc1cccc(C(F)(F)F)c1)CCCC2 |
| 32µM* | COc1ccc(S(=O)(=O)N2C[C@@H]3C[C@H](C2)c2ccc(-c4cccc(C(F)(F)F)c4)c(=O)n2C3)cc1 |
| -18% | CCC(=O)C1=C(c2ccc(Cl)c(Cl)c2)N(C(=O)CC)n2cnnc2S1 |
| -2% | Cc1ccc(C(C)C)c(OCC(=O)Nc2ccc3oc(C)nc3c2)c1 |
| u | O=C(Cn1ccn2nc(-c3ccc(F)cc3)c(CO)c2c1=O)Nc1ccc(C(F)(F)F)cc1 |
| u | COC(=O)CNC(=O)CSc1nnc2cc(C)c3ccccc3n12 |
| 24% | CC1CCN(c2nc3c(c(=O)n(Cc4ccccc4)c(=O)n3C)n2C)CC1 |
| u | Cc1cc(Sc2ccc(NC(=O)c3cccc(Cl)c3)cc2)c2ccccc2n1 |
| -11% | CCN(Cc1cccc(OCCO)c1)CC1CCCN(CCc2cccc(OC)c2)C1 (stereo unspecified) |
| -21% | C(=N\N=C1c2ccccc2-c2ccccc21)/c1c2ccccc2cc2ccccc12 |
| u | COc1ccc2c(c1)OCC(C(=O)NCCCN1CCCc3ccccc31)C2 (stereo unspecified) |
| 0% | CC(C(=O)N(C)Cc1ccccc1)N(c1ccccc1)S(C)(=O)=O (stereo unspecified) |
| -13% | CC(=O)Nc1ccc(CNC(=O)CNC2CCN(S(C)(=O)=O)CC2)cc1 |
| -5% | COc1ccc(C2(C(=O)N3CCCCCCN(C)C(=O)[C@@H]4CCC[C@@H]43)CC2)cc1 |
| 6%[86.2 µM] | COCCN1C(=O)[C@@H]2C[C@@H](CN2Cc2ccc(C(F)(F)F)cc2)Oc2ccccc21 |
| -4% | Cc1ccc(CNC(=O)CC(C)S(=O)(=O)c2cc3c(cc2C)NC(=O)CO3)cc1 (stereo unspecified) |
| u | Cn1cc(CN2CCN(C(=O)c3c[nH]c4ccccc34)CC2)ccc1=O |
| 7% | C#CCN1C(=O)S/C(=C/c2cn(CC(=O)O)c3ccccc23)C1=O |
| 0% | Cc1ccc2oc3c(c(=O)c2c1)C(c1cccc(O)c1)N(Cc1ccccc1Cl)C3=O (stereo unspecified) |
| u | CCN1CCN(C(c2ccccc2)c2c(O)cc(C)n(CCOC)c2=O)CC1 (stereo unspecified) |
| u | NC(=O)c1cc2ccccc2nc1N |
| -18% | Cc1ccsc1CN(Cc1ccco1)C(=O)c1ccc(Cl)cc1 |
| -17% | O=C(Cn1ncn2nc(-c3cccs3)cc2c1=O)N1CCCCCC1 |
| -8% | COCCOC1CCOC2(CCN(C(=O)NCCc3ccccc3)CC2)C1 (stereo unspecified) |
| 24%[86.2 µM] | COc1ccc(N2C(=O)[C@@H]3Cc4nc[nH]c4CN3C2=O)cc1 |
| u | COc1ccc(C)cc1C(=O)CCC(=O)NCCc1ccc(S(N)(=O)=O)cc1 |
| -18% | CC(OC(=O)c1cc(=O)c2ccccc2o1)C(=O)c1ccccc1 (stereo unspecified) |
| 13% | COc1ccc(-c2c(C(F)(F)F)oc3cc(OS(C)(=O)=O)ccc3c2=O)cc1OC |
| -18% | COc1cccc(N2CCN(C(=O)CCNS(=O)(=O)c3ccc(F)c(F)c3)CC2)c1 |
| i | Cc1ccc(-c2cc(C(=O)N3CCOCC3)c3ccccc3n2)s1 |
| 6% | C#CCCCN([C@@H](CC(C)C)C(=O)OC)S(=O)(=O)c1ccccc1Br |
| u | CSc1nc(Nc2ccc(C)cc2C)cc(-c2ccccc2)n1 |
| -6% | Cc1cc(C)n(Cc2ccc(C(=O)NN)o2)n1 |
| 19%[86.2 µM] | O=C(NC[C@H]1OC[C@@H](NC2CCOCC2)[C@@H]1O)C1CCCC1 |
| 10% | NS(=O)(=O)c1ccc(NC(=O)COc2ccc(S(=O)(=O)NC3CCCCC3)cc2)cc1 |
| 6% | CCc1ccc(C(=O)N2CC(c3nnc(-c4ccncc4)o3)C3(CCOCC3)C2)cc1 (stereo unspecified) |
| 14% | CCOC(=O)c1ccccc1NC(=O)CN1CCCN(Cc2cccc(OC)c2)S1(=O)=O |
| -24% | CN(CC(=O)N1CCC(CCOc2ccccc2F)C1)S(=O)(=O)c1cccs1 (stereo unspecified) |
| 3% | CCNc1c(NC(=O)Nc2ccc(F)cc2F)c(=O)oc2ccccc12 |
| -5%[115 µM] | O=C1NCc2ccccc2CC12CCN(Cc1ccc(F)cc1O)CC2 |
| 17% | Cc1ccc(-c2[nH]ncc2C=O)cc1C |
| 31% | COc1ccc(OCC(O)CNC(=O)c2ccc(C)cc2)cc1 (stereo unspecified) |

Source: PubChem BioAssay
